BRCA1 expr act – increases BRCA1 expression; MCF7-BRCA1-FFLuc reporter, luminescence, 48 h; response scale: scaled: vehicle 0%, 10 µM genistein 100%; AID 624202; Potency, µM (series often up to 46.1 µM), for the others: at the top dose activation, most hits filed as activators; hit rate 1.1% among 380,000; further: potency means the concentration at half of the fitted maximal effect; nearly all actives have a fitted effect of over 80% in size; some results filed as inactive show a strong effect at the top dose
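Cells: MCF7-BRCA1-FFLuc, 2000/well. Exposure: 48 h, 37 °C, 5% CO2. Read: luminescence, 15 min post-substrate. Controls: genistein 10 microM (maximal activation), DMSO (neutral).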
TRPV1 ag – activates the human vanilloid receptor TRPV1; TRPV1-expressing cells, Fluo-8 calcium influx, agonist mode; activation, % at 8.33 µM; hit rate 0.19% among 320,000; in the data active means activation above about 80%; inconclusive means between about 30% and that limit; further: 0% is about no effect
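Fluo-8 calcium influx in TRPV1-expressing cells, kinetic read (ex 480/em 520 nm). Compound added and read 3 min for agonist activity, followed by capsaicin at EC20 final and 2 min further read for enhancement.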
RORgamma inh – blocks mouse ROR gamma transcriptional activity. P51450. Drosophila S2 Gal4-RORgamma UAS-luciferase reporter, 20 h. Potency, µM (highest dose often 53.6 µM), for inactives: at the highest dose activity change, negative = inhibition, usual class: inhibitors. hit rate 5.4% among 310,000. AID 2551; further: potency means the concentration at half of the fitted maximal effect; on the % scale 0 is the no-effect control and ±100 the full control effect; nearly all actives have a fitted effect of over 60% in size
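Stably transfected Drosophila Schneider cells are the test system, with ROR gamma fused to Gal4 and luciferase under UAS control; luminescence is read after 20 hr of 700 uM copper sulfate induction at ambient temperature.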
Tb PFK block – inhibitors of T. brucei phosphofructokinase | O15648 | T. brucei PFK, ADP-Glo luminescence | Potency, µM (highest dose often 57.5 µM), for inactives: at the highest dose activity, negative = inhibition, usual class: inhibitors | hit rate 0.17% among 330,000;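 further: potency means the concentration at half of the fitted maximal effect; 0% = uninhibited 1x PFK enzyme wells and -100% = no-enzyme wells; nearly all actives have a fitted effect of over 60% in size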
Target sequence (O15648 whole entry, looked up): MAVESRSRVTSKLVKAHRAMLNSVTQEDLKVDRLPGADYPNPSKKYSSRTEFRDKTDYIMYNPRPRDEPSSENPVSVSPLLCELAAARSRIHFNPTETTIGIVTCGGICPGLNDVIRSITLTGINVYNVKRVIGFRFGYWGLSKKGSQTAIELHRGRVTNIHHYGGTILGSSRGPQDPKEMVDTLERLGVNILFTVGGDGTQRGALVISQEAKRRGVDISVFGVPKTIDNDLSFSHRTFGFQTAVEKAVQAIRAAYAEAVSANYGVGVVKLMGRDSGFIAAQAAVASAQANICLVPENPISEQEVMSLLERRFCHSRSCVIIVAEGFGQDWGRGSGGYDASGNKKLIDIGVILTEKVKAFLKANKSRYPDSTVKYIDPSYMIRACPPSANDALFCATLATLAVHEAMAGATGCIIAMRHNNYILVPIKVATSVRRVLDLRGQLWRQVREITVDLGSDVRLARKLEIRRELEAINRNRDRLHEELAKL
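ADP-Glo luminescence quantified ADP after 45 min at room temperature, with 1.25 nM T. brucei PFK, 0.1 mM ATP and 0.5 mM fructose-6-phosphate in pH 8.0 TEA buffer. qHTS titrations up to 57 µM; curves classified by quality.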
ELG1 repair inh – inhibitors of ELG1-dependent DNA repair in HEK293T cells; AID 504467; Potency, µM (series often up to 46.1 µM), inactives show top-dose activity change, negative = inhibition, actives largely listed as inhibitors; hit rate 2.3% among 330,000; HEK293T ELG1-luciferase reporter, luminescence, 16 h; DNA damage induced by 5-fluorouridine; further: potency means the concentration at half of the fitted maximal effect; on the % scale 0 is the no-effect control and ±100 the full control effect; nearly all actives have a fitted effect of over 55% in size
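Luminescence from the luciferase reporter, measured 30 min after ONE-Glo reagent at room temperature, was the read-out. Beforehand, 2,000 cells per well were exposed for 16 hr at 37 °C to 5-fluorouridine together with compound or vehicle.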
VP16 counter – counter-screen for ROR gamma inhibitors: Gal4-VP16 reporter; Drosophila S2 Gal4-VP16 UAS-luciferase, luminescence, 20 h; Potency, µM (top dose mostly 53.6 µM), inactives show at the highest dose activity, negative = inhibition, hits mostly inhibitors; hit rate 3.5% among 310,000;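 further: Gal4-VP16 expression switched on by copper sulfate through the metallothionein promoter; potency means the concentration at half of the fitted maximal effect; on the % scale 0 is the no-effect control and ±100 the full control effect; nearly all actives have a fitted effect of over 50% in size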
ELG1 genotoxic – inducers of genotoxicity in HEK293T ELG1-luciferase cells. HEK293T ELG1-luciferase reporter, luminescence, 16 h. Potency, µM (series often up to 46 µM), for inactives: top-dose activity change, positive = activation, most hits filed as activators. hit rate 1.3% among 330,000; further: potency means the concentration at half of the fitted maximal effect; % of control where 0% means no effect; nearly all actives have a fitted effect of over 60% in size
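Quantitative HTS format in 1536-well plates. HEK293T ELG1-luciferase reporter cells receive test compound and are incubated 16 hr at 37 °C, 5% CO2; ONE-Glo added, 30 min room temperature, then luminescence read.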
NPC1 promoter act – activates the NPC1 promoter; Huh7 NPC1 promoter luciferase reporter, 24 h; hit rate 2.4% among 320,000; Potency, µM (titrated, usually from 9.22 µM), for inactives: at the top dose activation, actives largely listed as activators; AID 485313;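 further: potency means the concentration at half of the fitted maximal effect; % of control where 0% means no effect; nearly all actives have a fitted effect of over 60% in size; reporter is driven by a mutant NPC1 promoter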
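Stable NPC1-promoter luciferase Huh7 line; cpd (DMSO) 24 h, 37 °C, 5% CO2; Amplite luciferase reagent 10 min RT; luminescence readout. qHTS format.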
FLuc modulator – firefly luciferase modulation, counter-screen for miR-21 project; Potency, µM (highest dose often 57.5 µM), without a hit: at the top dose activity change, negative = inhibition, hits mostly inhibitors; hit rate 6.9% among 360,000; purified FLuc, Km substrates, luminescence inhibition; P08659; AID 588342;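 further: potency means the concentration at half of the fitted maximal effect; plate controls were vehicle for no effect and reference inhibitor for full effect; nearly all actives have a fitted effect of over 55% in size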
Target sequence (P08659 whole entry, looked up): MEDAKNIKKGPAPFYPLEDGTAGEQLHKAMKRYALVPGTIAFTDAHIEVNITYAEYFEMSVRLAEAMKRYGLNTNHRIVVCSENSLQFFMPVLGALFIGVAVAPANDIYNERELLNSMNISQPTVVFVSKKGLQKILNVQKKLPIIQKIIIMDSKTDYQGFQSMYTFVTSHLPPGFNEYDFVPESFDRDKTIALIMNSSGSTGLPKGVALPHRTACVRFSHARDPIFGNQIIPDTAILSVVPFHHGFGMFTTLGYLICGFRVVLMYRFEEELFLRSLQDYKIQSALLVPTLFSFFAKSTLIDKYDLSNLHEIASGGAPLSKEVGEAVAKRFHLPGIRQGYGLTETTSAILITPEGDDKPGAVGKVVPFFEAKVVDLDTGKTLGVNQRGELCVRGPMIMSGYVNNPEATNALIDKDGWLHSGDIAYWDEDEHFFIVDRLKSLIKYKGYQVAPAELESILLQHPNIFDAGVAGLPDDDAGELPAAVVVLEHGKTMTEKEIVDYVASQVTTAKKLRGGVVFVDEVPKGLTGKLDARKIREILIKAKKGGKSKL
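Purified P. pyralis luciferase (10nM final) with 10uM D-luciferin and 10uM ATP (Km levels) in 50mM Tris acetate pH 7.5, 10mM Mg acetate, 0.01% Tween-20, 0.05% BSA; qHTS 6-point titration, ~60 µM downward; luminescence read.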
Rab9 promoter act – Rab9 promoter activation. hit rate 2.8% among 320,000. Potency, µM (titrated, usually from 9.22 µM), inactives show top-dose activation, negative = inhibition, hits mostly activators. Huh7 Rab9 promoter-luciferase reporter, luminescence, 24 h; further: potency means the concentration at half of the fitted maximal effect; % of control where 0% means no effect; nearly all actives have a fitted effect of over 60% in size
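Steps: seed 1500 Huh7 Rab9-luc cells per well, rest 2 h at 37 °C; add compound in DMSO; incubate 24 h; add luciferase reagent, 10 min ambient; read luminescence.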
p53 reactivation – re-activators of mutant p53. H1299 p53-A138V BP100-luciferase reporter, luminescence, 24 h. Potency, µM (top dose mostly 92.2 µM), without a hit: at the top dose activity change, positive = activation, usual class: activators. hit rate 0.063% among 320,000; further: potency means the concentration at half of the fitted maximal effect; % of control where 0% means no effect; nearly all actives have a fitted effect of over 45% in size
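H1299 (p53-null), stable ts p53-A138V + BP100-Luc; 1000 cells/well, Opti-MEM/10% FBS; cpd 4 pt, 1:5; 24 h, 37 deg C, 5% CO2; detection reagent 10 min RT; luminescence.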
Numbers without * were called inactive; ? = inconclusive; . = not tested or not shown; [ ] = remark or other dose. Unless noted, the call rests on the fitted dose curve; in most records, active means well fitted curve in the direction sought with a large enough effect; inconclusive means small, poorly fitted or top-dose-only effect, or another doubt; inactive means no such curve, though single readings can be large; an effect the other way counts as inactive or inconclusive. Compounds as they come; 15% or so of the library scored in one or more.

1	CCCCCCSc1nsc(NC(=O)CC(C)C)n1
2	CCOC(=O)C1C(c2ccc(O)c(OC)c2)NC(=O)NC1(O)C(F)(F)F (centres undefined)
3	COc1ccc(-c2cc(C(F)(F)F)nc(SCC(=O)N3CC(C)OC(C)C3)n2)cc1OC (centres undefined)
4	CC(=O)C1=C(C)NC(C)=C(C(C)=O)C1c1cn(-c2ccccc2)nc1-c1cccs1
5	Cn1c(=O)c2cc3c(nc2n(C)c1=O)CC(c1ccccc1)CC3=O (centres undefined)
6	CSCCC(NS(=O)(=O)/C=C/c1ccccc1)C(=O)N1CCC(C)CC1 (centres undefined)

Screen / compound no.,1,2,3,4,5,6
BRCA1 expr act,98%,-7%,-9%,-37%,-55%,0%
TRPV1 ag,7,-5,0,-1,.,29
RORgamma inh,14%,22%,-11%,23%,6%,?
Tb PFK block,-4%,-4%,0%,-1%,1%,2%
ELG1 repair inh,?,-7%,?,?,-3%,-14%
VP16 counter,-2%,-2%,-10%,-6%,-10%,-7%
ELG1 genotoxic,9%,-5%,1%,?,-4%,-1%
NPC1 promoter act,14%,-3%,0%,-4%,1%,-4%
FLuc modulator,?,0%,0%,?,0%,7%
Rab9 promoter act,17%,5%,-1%,0%,3%,-3%
p53 reactivation,?,-6%,6%,-9%,0%,-11%

7	C[C@H](CO)N1C[C@H](C)[C@@H](CN(C)Cc2ccc(Cl)c(Cl)c2)Oc2c(NS(=O)(=O)c3cn(C)cn3)cccc2C1=O
8	CC(C)n1nnnc1SCC(=O)N1N=C(c2cccs2)CC1c1cccs1 (centres undefined)
9	O=C(NCc1ccco1)C(=O)c1c[nH]c2ccccc12
10	CCN(CCO)C(=S)Nc1cc(S(=O)(=O)N(C)C)ccc1C
11	Cc1ccc(NC(=S)N(C)N)cc1Cl
12	CCOc1ccc(OCCNC(=O)c2ccc3c(c2)nnn3CC)cc1

Screen / compound no.,7,8,9,10,11,12
BRCA1 expr act,-10%,13µM*,?,-9%,8%,-15%
TRPV1 ag,.,3,-2,-1,3,.
RORgamma inh,.,.,?,4%,?,.
Tb PFK block,3%,0%,4%,-2%,6%,1%
ELG1 repair inh,0%,?,?,-1%,5%,-11%
VP16 counter,.,.,1%,-5%,5%[10 µM],.
ELG1 genotoxic,0%,16%,16%,0%,0%,0%
NPC1 promoter act,.,29%,1%,-1%,-5%,.
FLuc modulator,.,24µM*,?,-1%,3%,.
Rab9 promoter act,.,?,26%,-3%,-4%,.
p53 reactivation,-9%,?,4%,4%,13%,2%

Ordered by the number under NPC1 promoter act (ascending): 3 from the list above.
entry	canonical_smiles	BRCA1 expr act	TRPV1 ag	RORgamma inh	Tb PFK block	NPC1 promoter act	p53 reactivation
11	Cc1ccc(NC(=S)N(C)N)cc1Cl	8%	3	?	6%	-5%	13%
10	CCN(CCO)C(=S)Nc1cc(S(=O)(=O)N(C)C)ccc1C	-9%	-1	4%	-2%	-1%	4%
8	CC(C)n1nnnc1SCC(=O)N1N=C(c2cccs2)CC1c1cccs1 (centres undefined)	13µM*	3	.	0%	29%	?

The results go on.
13	COC(=O)CC/C(O)=C1/C(=N)CC(C)(C)CC1=O
14	CC(C)C(NC(=O)COc1ccccc1)C(=O)O (centres undefined)
15	COc1cccc(C2C(=O)N(C3CCCCC3)CC(=O)N2Cc2ccc(F)cc2)c1 (centres undefined)
16	CCn1c(=O)cc(SCC(=O)NCC2CCCO2)c2ccccc21 (centres undefined)
17	Cc1cccc(C)c1NC(=O)CSCC(=O)c1ccc(O)c(O)c1
18	COc1ccc(S(=O)(=O)NCC(=O)NCc2cc(=O)n(C)c(=O)n2C)cc1F

Screen / compound no.,13,14,15,16,17,18
BRCA1 expr act,38%,6%,12%,-28%,-16%,0%
TRPV1 ag,6,0,-2,-3,0,3
RORgamma inh,-3%,-21%,16%,-2%,-22%,-4%
Tb PFK block,-3%,-3%,2%,-1%,-7%,2%
ELG1 repair inh,18%,16%,-1%,?,-33%,8%
VP16 counter,5%,4%,2%,2%,5%,1%
ELG1 genotoxic,2%,-1%,1%,?,-1%,4%
NPC1 promoter act,10%,2%,-3%,-3%,-22%,-1%
FLuc modulator,-3%,0%,0%,3%,2%,4%
Rab9 promoter act,-4%,-5%,-3%,-5%,-5%,1%
p53 reactivation,6%,5%,2%,-6%,-17%,2%

19	COC(=O)c1c(C)oc2ccc(N(C(=O)c3ccncc3)S(=O)(=O)c3ccc(C)cc3C)cc12
20	Cc1ccc(CCC(=O)Nc2nccs2)o1
21	O=C(CCN1C(=O)/C(=C\C=C\c2ccccc2)SC1=S)Nc1ccccc1C(=O)O
22	O=c1[nH]c(=S)[nH]nc1Cc1ccccc1
23	COC(=O)COc1ccc(S(=O)(=O)NCc2ccc3c(c2)OCO3)cc1C
24	COc1ccc(CC(=O)N/N=C/c2cccnc2)cc1OC

Screen / compound no.,19,20,21,22,23,24
BRCA1 expr act,-80%,29%,?,-2%,-3%,-1%
TRPV1 ag,1,-3,1,5,0,2
RORgamma inh,?,-1%,0%,-2%,?,-1%
Tb PFK block,-2%,4%,5%,23%,-6%,0%
ELG1 repair inh,?,11%,-4%,10%,-10%,13%
VP16 counter,4.5µM*,28µM*,-4%,-17%,4%,-7%
ELG1 genotoxic,0%,0%,15%,-6%,-7%,16%
NPC1 promoter act,-15%,7%,1%,0%,-2%,-1%
FLuc modulator,6%,5%,-1%,-6%,5%,2%
Rab9 promoter act,-16%,-4%,-4%,-24%,10%,3%
p53 reactivation,-3%,3%,4%,7%,-42%[inhibitor],7%

Part of the list above, with two lines to a compound.
Results follow in this order: BRCA1 expr act	TRPV1 ag	RORgamma inh	Tb PFK block	ELG1 repair inh	VP16 counter	ELG1 genotoxic	NPC1 promoter act	FLuc modulator	Rab9 promoter act	p53 reactivation
22. O=c1[nH]c(=S)[nH]nc1Cc1ccccc1
→ -2%	5	-2%	23%	10%	-17%	-6%	0%	-6%	-24%	7%
23. COC(=O)COc1ccc(S(=O)(=O)NCc2ccc3c(c2)OCO3)cc1C
→ -3%	0	?	-6%	-10%	4%	-7%	-2%	5%	10%	-42%[inhibitor]

Following part.
25	Cc1onc(-c2ccccc2Cl)c1C(=O)N1CC(C)OC(C)C1 (centres undefined)
26	OC(COc1c(F)cc(Br)cc1F)CN1CCN(c2ccc(F)cc2)CC1 (centres undefined)
27	CC1CN(C(=S)NC(=O)c2ccccc2)CC(C)O1 (centres undefined)
28	O=C(Nc1ccccc1)c1ccccc1NC(=O)[C@H]1CCCC[C@H]1C(=O)O
29	CCCC(=O)NC(c1ccc(N(C)C)cc1)c1ccc2cccnc2c1O (centres undefined)
30	O=C(NCCCN1CCOCC1)C1(c2ccccc2)CCOCC1

Screen / compound no.,25,26,27,28,29,30
BRCA1 expr act,-6%,-24%,7%,-3%,-99%[inhibitor],-2%
TRPV1 ag,-1,7,1,1,2,-4
RORgamma inh,11%,3%,3.5µM*,-5%,2.5µM*,10%
Tb PFK block,-7%,4%,-4%,5%,3%,1%
ELG1 repair inh,3%,-27%,0%,-1%,?,1%
VP16 counter,3%,?,3.2µM*,-19%,2.8µM*,2%
ELG1 genotoxic,0%,0%,1%,-6%,10%,0%
NPC1 promoter act,6%,-9%,2%,1%,-29%,1%
FLuc modulator,0%[2.3 µM],4%,7%,0%,2%,3%
Rab9 promoter act,3%,0%,0%,1%,-48%[inhibitor],0%
p53 reactivation,-10%,9%,-17%,.,.,-3%

31	Cc1ccc(S(=O)(=O)N2CCN(C(=O)c3ccccc3OCc3c(C)noc3C)CC2)cc1
32	O=C(Nc1ccc(F)cc1)C(c1ccccc1)N1CCN(S(=O)(=O)c2ccc3ccccc3c2)CC1 (centres undefined)
33	COCCN(Cc1cc2cc(C)ccc2n2nnnc12)C(=S)Nc1ccccc1C
34	Cc1[nH]c(C)c(S(=O)(=O)NCc2ccc(F)cc2)c1C(=O)N1CCCCC1
35	CC1(C)Oc2ccc(C(=O)N3CCCCC3)cc2N(CC(=O)NCc2ccccc2)C1=O
36	COc1cc(NC(=O)CCN2CCN(C/C=C/c3ccccc3)CC2)cc(OC)c1

Screen / compound no.,31,32,33,34,35,36
BRCA1 expr act,-22%,-33%,4%,7%,0%,-37%
TRPV1 ag,6,5,0,0,8,2
RORgamma inh,.,-11%,26%,5%,35%,?
Tb PFK block,-2%,-1%,-7%,0%,0%,-1%
ELG1 repair inh,-12%,2%,15%,13%,-11%,?
VP16 counter,.,2%,-10%[10 µM],0%,8%,1%
ELG1 genotoxic,5%,-1%,22%,2%,1%,-7%
NPC1 promoter act,-3%,2%,2%,-3%,0%,0%
FLuc modulator,11%,-2%,-6%,0%,1%,-1%
Rab9 promoter act,2%,-2%,-4%,-4%,-1%,-3%
p53 reactivation,-6%,11%,-1%,-1%,-3%,15%

Screening data from PubChem.
